Bioassay records: PubChem, several laboratories
SKKanGAS inh: inhibitors of SKKanGAS S. pyogenes growth in kanamycin (SK-promoter or general growth effect); AID 1662; BacTiter-Glo, 6 h; inhibition, % at 7.5 µM; 300,000 tested, 1.3% active;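 active means mean replicate score, as percent of positive control median, at least 50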;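 further: strain carries kanamycin resistance gene driven by streptokinase promoter and grows in 40 µg/ml kanamycin; loss of luminescence reflects streptokinase promoter inhibition or plain growth inhibition; 0% = median of DMSO wells and 100% = positive control at its reference dose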
TRPC4 inh: inhibitors of mouse TRPC4 channel; AID 2247; 300,000 tested, 0.39% active; HEK293 TRPC4beta/mu-opioid, DAMGO-evoked Fluo4 calcium flux; stronger effect = lower value; Q9QUQ5; B-score at 10 µM;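 active means B-score over 3 SD under the library average, no early fluorescence shift, positive overall ratio signal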
Target sequence (Q9QUQ5 whole entry, looked up): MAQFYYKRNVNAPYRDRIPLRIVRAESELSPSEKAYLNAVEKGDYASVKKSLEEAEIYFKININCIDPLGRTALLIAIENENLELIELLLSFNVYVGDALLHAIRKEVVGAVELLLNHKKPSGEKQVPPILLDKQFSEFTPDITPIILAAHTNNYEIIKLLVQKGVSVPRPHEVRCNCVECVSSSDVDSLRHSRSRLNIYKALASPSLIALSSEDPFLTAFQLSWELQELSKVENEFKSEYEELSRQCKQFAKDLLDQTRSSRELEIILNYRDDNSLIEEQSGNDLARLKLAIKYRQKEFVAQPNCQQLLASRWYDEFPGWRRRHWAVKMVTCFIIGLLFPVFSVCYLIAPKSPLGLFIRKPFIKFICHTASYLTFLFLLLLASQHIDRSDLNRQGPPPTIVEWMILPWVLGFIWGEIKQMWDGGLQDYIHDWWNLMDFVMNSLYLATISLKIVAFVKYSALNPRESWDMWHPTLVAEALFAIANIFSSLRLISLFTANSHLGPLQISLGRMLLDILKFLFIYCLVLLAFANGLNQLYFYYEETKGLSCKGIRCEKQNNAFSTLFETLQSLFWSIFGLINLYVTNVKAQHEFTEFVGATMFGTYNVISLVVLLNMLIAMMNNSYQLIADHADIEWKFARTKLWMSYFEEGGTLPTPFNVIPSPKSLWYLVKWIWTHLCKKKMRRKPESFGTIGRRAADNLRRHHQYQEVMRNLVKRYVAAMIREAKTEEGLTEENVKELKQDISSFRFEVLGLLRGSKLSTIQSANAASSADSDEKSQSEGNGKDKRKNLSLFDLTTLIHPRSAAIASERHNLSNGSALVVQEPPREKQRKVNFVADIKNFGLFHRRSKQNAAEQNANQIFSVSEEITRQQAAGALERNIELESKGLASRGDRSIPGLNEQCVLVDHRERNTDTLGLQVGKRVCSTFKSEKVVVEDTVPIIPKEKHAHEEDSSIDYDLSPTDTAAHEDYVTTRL
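Assay system: HEK293 cells with stable TRPC4beta plus mu-opioid receptor expression. Dosing: single dose. Measured by: Fluo4 Ca2+ flux fluorescence. Also added: DAMGO in two steps, submaximal then maximal. Read-out: B score from integrated Fluo4 fluorescence ratio.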
TRPC6 inh: mouse TRPC6 channel inhibition | HEK293-TRPC6, membrane potential dye, ACh-evoked depolarization; stronger effect = lower value | B-score at 10 µM | 310,000 tested, 1.1% active;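 active means B-score under library mean minus 3 SD, initial fluorescence not abnormally high, positive integrated signal ratio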;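 further: B-score derived from integrated fluorescence ratio over the kinetic read; more negative B-score means stronger inhibition of depolarization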
MrgX1 antag: blocks BAM8-22 activation of human MrgX1 receptor; 310,000 tested, 1.3% active; Q96LB2; AID 588676; MRGX1-HEK293 calcium flux, Fluo-4, BAM8-22 antagonism; stronger effect = lower value; B-score at 10 µM;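 active means calcium-response B-score plate-corrected more than 3 library SD below zero, starting fluorescence within 5 deviations, no agonist response on first addition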;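 further: peak minus trough fluorescence over baseline after final BAM8-22 challenge near maximal dose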
IEC-6 tox: kills IEC-6 intestinal cells in KLF5 counter-screen; IEC-6 cytotoxicity, luminescence viability; inhibition, % at 5 µM; 290,000 tested, 0.78% active; in the data active means inhibition above about 22%;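 further: 0% = plate median of test compound wells and 100% = cytotoxic reference compound wells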
TRPC4 PAM: allosteric potentiators of mouse TRPC4 channel. Q9QUQ5. HEK293 TRPC4beta/mu-opioid, DAMGO EC20, Fluo-4 Ca2+ flux; stronger effect = higher value. B-score at 10 µM. 310,000 tested, 0.42% active;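 active means B-score of calcium response area above 5 SD of library B-scores, with initial fluorescence ratio within 5 SD of library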;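 further: B-score of integrated fluorescence ratio over time as area under calcium response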
aSyn 5UTR inh: 5' untranslated region of α-synuclein, MLPCN primary screen | alpha-synuclein 5'UTR reporter, inhibitor activity | inhibition, % (tested at 7.5 µM) | 300,000 tested, 0.82% active | AID 1813; in the data active means inhibition above about 60%;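 further: H4 neuroglioblastoma cells stably carrying SNCA 5'UTR luciferase fusion; 0% = DMSO wells and 100% = positive control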
TRPC4 act: activators of mouse TRPC4 channel; B-score at 10 µM; 310,000 tested, 0.49% active; HEK293 TRPC4beta/mu-opioid, Fluo4 calcium fluorescence; stronger effect = higher value; AID 2237; Q9QUQ5;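 active means B-score above 5 SD of library B-scores, and initial fluorescence ratio not above library mean plus 5 SD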;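 further: positive B-score marks a calcium rise read as TRPC4 activation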
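Assay system: HEK293 stable line with TRPC4beta plus mu-opioid receptor; schedule: 45 min room-temperature Fluo4 loading, 110 s read; technique: kinetic Fluo4 calcium fluorescence; evaluation: integrated baseline-normalised fluorescence ratio, converted to per-well B score; controls: buffer (low) and maximal DAMGO (high)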
TRPC6 activator: activators of mouse TRPC6 channel | B-score at 10 µM | Q61143 | HEK293-TRPC6 membrane potential dye fluorescence; stronger effect = higher value | 310,000 tested, 0.13% active;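 active means B-score of the integrated fluorescence ratio above library mean plus 3 SD, and starting fluorescence ratio within library mean plus 5 SD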;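 further: higher score means more depolarization so channel activation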
HIF activator: HIF pathway transcriptional activation | U2OS HRE-luciferase reporter, luminescence; normalized: DMSO 0%, desferrioxamine 100% | activation, % at 7.5 µM (by protocol) | 300,000 tested, 0.32% active | AID 1910;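 active means mean activation of at least 10% of the iron chelator positive control signal, with at least half of replicates also reaching 10%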
KLF5 inh: kruppel-like factor 5 inhibition; inhibition, % at 5 µM; DLD-1 KLF5 promoter-luciferase reporter, luminescence; AID 1700; 290,000 tested, 0.23% active;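 active means inhibition above a per-plate limit of that plate's mean compound inhibition plus 3 SD, cut at about 60% in these data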;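 further: 0% = DMSO wells and 100% = LY294002 at 200 µM; higher means less KLF5 promoter-driven luciferase light; inactives centre near -14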
The depositor's hits bear a star; i = inactive; . = not tested or not shown.

SMILES	SKKanGAS inh	TRPC4 inh	TRPC6 inh	MrgX1 antag	IEC-6 tox	TRPC4 PAM	aSyn 5UTR inh	TRPC4 act	TRPC6 activator	HIF activator	KLF5 inh
COC(=O)c1ccc(Nc2nc(C)cc(=O)[nH]2)cc1	2	i	i	i	2	i	-18	i	i	0.9	-28
CSCC[C@H](NC(=O)c1cc2c([nH]c3ccccc32)c(-c2ccccc2)n1)C(=O)O	28	i	i	i	-1	i	3	i	i	0.2	-14
Cc1cccc(C(=O)NC2CC3CCCC(C2)N3C(=O)NC2CCCCC2)c1 (stereo not drawn)	0	i	i	i	4	i	-3	i	i	-0.2	-38
Cc1ccc(NC(=O)CN(C)C(=O)c2ccc(-n3cncn3)c([N+](=O)[O-])c2)cc1	-6	i	i	i	.	i	7	i	i	0.1	.
O=C(OCCNc1nc(-c2ccccc2)nc2ccccc12)c1cccnc1	-16	i	i	i	1	i	-5	i	i	0.1	-27
C=CCn1cc(C(=O)NCCCN(CC)CC)c(=O)c2cc(S(=O)(=O)N3CCC(C)CC3)ccc21	-2	i	i	i	6	i	4	i	i	0.1	2
Cc1nc(-c2ccccc2)sc1C(=O)CSc1ccccc1	22	i	i	i	1	i	2	i	i	0.7	2
CCOc1ccc2nc(/N=C/c3nc(-c4ccc(Br)cc4)oc3O)sc2c1	15	i	i	i	-2	i	-20	i	i	-0.1	-34
Cc1ccc(/C=C/C(=O)NCc2ccc3c(c2)OCO3)o1	6	i	i	i	-1	i	-29	i	i	0.0	-16
C=CCn1c(=N)n(CC(O)c2ccco2)c2ccccc21 (stereo not drawn)	0	i	i	i	-2	i	8	i	i	-0.6	-41
COc1ccc(C(=O)NC(CO)c2nnc(SCc3ccc(Cl)c(Cl)c3)n2C)cc1 (stereo not drawn)	-24	i	i	i	3	i	40	i	i	-0.1	-19
CSc1nnc(-c2ccc(NC(=O)CCc3ccccc3)cc2)n1C	-2	i	i	i	-3	i	-14	i	i	-0.1	7
COc1cc(O)c(C(CCN2CCCC2)c2ccc(N(C)C)cc2)c(OC)c1 (stereo not drawn)	2	i	i	i	.	i	-18	i	i	-0.2	.
CN(c1ccccc1)S(=O)(=O)c1ccc(NC(=O)c2ccc(F)cc2)cc1	-2	i	i	i	.	i	-25	i	i	1.4	.
Cn1ccnc1SCC(=O)c1ccc(OC(F)F)cc1	0	i	i	i	0	i	-61	i	i	2.0	-90
CCOC(=O)C(CCC(C)=O)C(=O)c1ccccc1 (stereo not drawn)	-7	i	i	i	-5	i	-8	i	i	0.2	1
COc1ccc(CNC(=O)CN(Cc2ccc(OC)cc2)C(=O)CCC(=O)Nc2ccccn2)cc1	-1	i	i	i	-2	i	15	i	i	-1.1	-6
O=C(O)C1CCN(C(=O)c2cc(F)cc3c2OCOC3)CC1	0	i	i	i	-2	i	19	i	i	-0.4	-11
CN1C(=O)C(CC(=O)NC2CCCCC2)SC1=Nc1ccccc1 (stereo not drawn)	-10	i	i	i	-3	i	-6	i	i	-0.7	-9
CN1C(=O)/C(=C\c2cccc(OCc3ccccc3)c2)SC1=S	-3	i	i	.	0	i	-10	i	i	-0.9	-19
Cc1cc(C(=O)Nc2ccccc2N2CCOCC2)c2ccccc2n1	2	i	i	i	1	i	8	i	i	-0.2	-34
CCc1ccccc1NC(=O)CSc1nnc(-c2cc(C)[nH]n2)n1N	2	i	i	i	-8	i	-5	i	i	1.9	-52
Cc1cccc(OCc2nc3ccccc3c(=O)n2N)c1	1	i	i	i	6	i	-71	i	i	-8.9	-29
Oc1ccc(Cl)cc1C=Nc1ccc(Br)cc1	9	i	i	i	10	i	-48	i	i	2.0	-6
CC(C)CN1C=C2C(=O)C(C)(OC(=O)CCc3ccccc3)C(=O)C=C2C=C1c1ccc(C#N)cc1 (stereo not drawn)	10	i	i	i	.	i	14	i	i	-2.6	.
COc1ccc(C(=O)Nc2nc3nccc(-c4ccccc4)n3n2)cc1	-11	i	i	i	2	i	9	i	i	-0.1	9
O=S(=O)(Nc1cccc(-c2ccc(N3CCCCCC3)nn2)c1)c1ccc(C(F)(F)F)cc1	25	i	i	i	4	i	-88	i	i	1.7	-32
COc1ccc(OC)c(Cc2nnc(CCC(=O)N3CCC(N4CCCCC4)CC3)o2)c1	-1	i	i	i	4	i	-1	i	i	-0.3	-2
CCN(CC)C(=O)CSc1nc(-c2cccs2)cc(-c2cccs2)c1C#N	39	i	i	i	2	i	25	i	i	-0.8	-23
Cc1ccc2cccc(OC(=O)c3ccc4c(c3)OCCO4)c2n1	-2	i	i	i	1	i	-24	i	i	-0.1	-8
O=C(NCC(=O)N(Cc1ccccc1)C(C(=O)NC1CCCCC1)c1ccco1)c1ccco1 (stereo not drawn)	-5	i	i	i	-2	i	13	i	i	0.0	-24
Cc1cc(NCCCN2CCOCC2)n2c(nc3ccccc32)c1C#N	1	i	i	-6*	0	i	-10	i	i	-0.2	-22
CC(=O)c1c(C)[nH]c(C(=O)Nc2cccc(S(=O)(=O)N(C)C)c2)c1C	5	i	i	i	4	i	-153	i	i	2.3	-22
COCCn1c(C)cc(C(=O)COC(=O)c2cccc(O)c2)c1C	5	i	i	i	3	i	67*	i	i	-3.3	28
CCCC/S(C)=N/S(=O)(=O)c1ccc(C)cc1 (stereo not drawn)	1	i	i	i	1	i	11	i	i	-0.1	6
O=C(Nc1ccc(Br)cc1)c1cccc(N2C(=O)CCC2=O)c1	0	i	i	i	6	i	-12	i	i	0.1	-32
CCc1ccc(NC(=O)c2n[nH]c(=O)c3ccccc23)cc1	-2	i	i	i	1	i	-84	i	i	5.4	-21
CC(C)(C)N(Cc1ccccc1)C(=O)COC(=O)[C@@H]1CCCN1C(=O)c1cccs1	-9	i	i	i	.	i	-12	i	i	-1.2	.
CN(C)S(=O)(=O)c1ccc(C(=O)NCC2CC2(Cl)Cl)cc1 (stereo not drawn)	3	i	i	i	1	i	15	i	i	-0.2	-16
CCNC(=O)CN(Cc1ccccc1)S(=O)(=O)c1ccccc1	9	i	i	i	1	i	13	i	i	0.0	-14
Cc1ccc(-c2nn(CCC(N)=O)c(=O)c3ccccc23)cc1	-4	i	i	i	9	i	45	i	i	-1.1	-6
O=C(O)c1ccc([N+](=O)[O-])c2c1C(=O)c1ccccc1C2=O	-2	i	i	i	.	i	10	i	i	0.1	.
COc1cccc(-c2c(C(=O)N/N=C/c3ccco3)nnn2-c2nonc2N)c1	0	i	i	i	-2	i	23	i	i	0.4	-20
Cc1ccc(NC(=O)CN(C)C(=O)c2cccc(S(=O)(=O)NCc3ccccc3)c2)cc1	11	i	i	i	.	i	5	i	i	0.8	.
COc1cccc(N(C(=O)c2ccco2)C(C(=O)NC2CCCC2)c2cccnc2)c1 (stereo not drawn)	-2	i	i	i	-2	i	6	i	i	-0.1	2
Cc1ccc(C)c(N2CCN(C(=O)c3cccn4c(=O)c5sccc5nc34)CC2)c1	-4	i	i	i	0	i	-18	i	i	.	-22
CCN1C/C(=C/c2ccc(OC)c(O)c2)C(=O)/C(=C/c2ccc(OC)c(O)c2)C1	1	i	i	i	32*	i	116*	i	i	-7.5	27
COc1cccc(/C=N/n2c(-c3ccco3)nc3ccccc3c2=O)c1	3	i	i	i	0	i	-21	i	i	0.9	-28
Cc1ccc(C(=O)CCC(=O)Nc2ccccc2F)cc1	-4	i	i	i	-2	i	-98	i	i	2.4	-16
COc1c(Cl)cc(-c2noc(C)c2C(=O)NCc2ccc3c(c2)OCO3)cc1Cl	-1	i	i	i	0	i	18	i	i	.	11
CCN(CC)C(=O)COC(=O)c1ccc(C)c(NC(=O)c2ccco2)c1	5	i	i	i	1	i	23	i	i	0.4	4
Cc1cc(C#N)c2ccccc2n1	3	i	i	i	7	i	4	i	i	-0.1	-16
O=C(NCCCN1CCOCC1)c1cccc(S(=O)(=O)N2CCc3ccccc3C2)c1	-2	i	i	i	4	i	15	i	i	0.0	4
O=C(COC(=O)C1CCN(S(=O)(=O)c2cccs2)CC1)Nc1ccccc1	1	i	i	i	-3	i	-10	i	i	0.1	0
CCOC(=O)C1=C(COC(=O)CNC(=O)c2cccc(C)c2)NC(=O)NC1C (stereo not drawn)	0	i	i	i	.	i	-4	i	i	-0.6	.
CCOC(=O)c1[nH]c(C)c(C(=O)N(CC)CC)c1C	-1	i	i	i	-8	i	6	i	i	0.0	-24
O=C(CCN1C(=O)/C(=C/c2ccc(Cl)cc2)SC1=S)Nc1cccnc1	-2	i	i	i	-3	i	4	i	i	0.1	-7
CCCCn1c(N)c(N(CCOC)C(=O)COC(=O)/C=C/c2ccc(Br)cc2)c(=O)[nH]c1=O	0	i	i	i	2	i	1	i	i	-0.3	12
CC(=O)Nc1ccc(SCC(=O)NCCc2ccc(F)cc2)cc1	-12	i	i	i	-1	i	19	i	i	0.4	0
O=C(Cn1nnc(-c2ccc(CN3CCOCC3)cc2)n1)Nc1nc(-c2ccccc2)cs1	29	i	i	i	-2	i	-9	i	i	0.1	-11

Reformatted with values under each structure: 2 of the compounds above.
Sequence of screens – SKKanGAS inh, TRPC4 inh, TRPC6 inh, MrgX1 antag, IEC-6 tox, TRPC4 PAM, aSyn 5UTR inh, TRPC4 act, TRPC6 activator, HIF activator, KLF5 inh
O=C(NCCCN1CCOCC1)c1cccc(S(=O)(=O)N2CCc3ccccc3C2)c1
→ -2, i, i, i, 4, i, 15, i, i, 0.0, 4
O=C(COC(=O)C1CCN(S(=O)(=O)c2cccs2)CC1)Nc1ccccc1
→ 1, i, i, i, -3, i, -10, i, i, 0.1, 0

Following part:
SMILES	SKKanGAS inh	TRPC4 inh	TRPC6 inh	MrgX1 antag	IEC-6 tox	TRPC4 PAM	aSyn 5UTR inh	TRPC4 act	TRPC6 activator	HIF activator	KLF5 inh
O=C1C2C3CCCC3=C3CCCC3C2C(=O)N1c1ccc(F)cc1 (stereo not drawn)	-2	i	i	i	0	i	6	i	i	-0.4	-11
O=C(CC1C(=O)NCCN1C(=O)Nc1ccccc1)Nc1ccc(F)cc1 (stereo not drawn)	2	i	i	i	-9	i	-23	i	i	-0.3	-2
CC(C)NCC(O)COCCOc1ccc(Cl)cc1 (stereo not drawn)	-5	i	i	i	4	i	-6	i	i	-0.4	-16
Cc1c(Br)ccc(NC(=O)COc2ccccc2C(N)=O)c1C	-2	i	i	i	0	i	12	i	i	-0.3	-37
COc1ccc(Cl)cc1NC(=O)CN(C)C(=O)c1ccc(C)s1	35	i	i	i	.	i	15	i	i	-0.3	.
CCOC(=O)N1CCN(C(=O)c2ccc3c(c2)N(C)C(=O)/C(=C\c2ccc(OCC)c(OC)c2)S3)CC1	108*	i	i	i	-2	i	16	i	i	-0.9	-24
